CRFBP-R2 block – antagonists of CRF-BP/CRF-R2 complex, primary screen, cell-based, HEK293, calcium dye fluorescence, uHTS; CRF-induced calcium fluorescence; hit rate 0.59% among 350,000; inhibition, % at 11.8 µM;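 active means inhibition of the ligand-induced calcium signal above about 50% at the single tested concentration, limit read from the data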
M5 antag – human M5 muscarinic receptor antagonists, primary screen, CHO cells, Fluo-8 calcium fluorescence; Muscarinic acetylcholine receptor M5 (Homo sapiens), P08912; hit rate 0.59% among 360,000; CHO-hM5 cells, ACh EC80; inhibition, % at 3 µM; AID 624040, 2012;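 active means inhibition above a per-plate cutoff, the mean of that plate's test compounds plus 3 SD, cut at about 27% in these data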;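 further: 0% = acetylcholine EC80 with DMSO and 100% = DMSO without agonist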
Target sequence (P08912 whole entry, looked up): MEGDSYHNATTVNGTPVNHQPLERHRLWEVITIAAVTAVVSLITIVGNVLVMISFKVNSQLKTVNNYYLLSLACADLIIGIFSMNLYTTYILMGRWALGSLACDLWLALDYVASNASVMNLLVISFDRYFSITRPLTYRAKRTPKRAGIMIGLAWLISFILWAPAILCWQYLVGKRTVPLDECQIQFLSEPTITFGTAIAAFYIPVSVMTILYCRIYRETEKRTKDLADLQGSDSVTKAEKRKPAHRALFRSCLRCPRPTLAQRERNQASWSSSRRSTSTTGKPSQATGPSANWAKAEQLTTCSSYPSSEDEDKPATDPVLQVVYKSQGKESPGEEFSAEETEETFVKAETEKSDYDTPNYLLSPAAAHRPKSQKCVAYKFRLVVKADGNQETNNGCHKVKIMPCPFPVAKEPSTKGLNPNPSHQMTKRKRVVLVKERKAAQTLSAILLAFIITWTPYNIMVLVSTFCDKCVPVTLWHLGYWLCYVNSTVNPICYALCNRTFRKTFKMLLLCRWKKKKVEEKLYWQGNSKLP
TAAR1 antag – human TAAR1 antagonists, primary screen, Fluo-8 calcium fluorescence, CHO RD-HGA16 cells. inhibition, % at 3 µM. AID 624466, 2012. antagonist. Trace amine-associated receptor 1 (Homo sapiens), Q96RJ0. hit rate 1.5% among 360,000;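 active means inhibition above a per-plate cutoff, the mean inhibition of test compounds on that plate plus 3 SD, cut at about 49% in these data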;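 further: 0% = DMSO plus EC80 beta-PEA response and 100% = DMSO alone without agonist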
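Test system: hTAAR1-expressing CHO RD-HGA16 cells, Gα16-coupled; Probe or stimulus: EC80 β-phenethylamine stimulus; Compound dosing: single nominal final test compound concentration of 3 µM; Timing: 140 s kinetic read after compound, 140 s after agonist; Signal: Fluo-8 calcium-sensitive fluorescence; Measure: % inhibition of agonist calcium response; Controls: DMSO and EC80 PEA controls.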
CHRM4 PAM – human M4 muscarinic receptor positive allosteric modulators, primary screen, CHO-K1 cells, Fluo-8 calcium fluorescence; Muscarinic acetylcholine receptor M4 (Homo sapiens), P08173; CHO-K1 hM4/Gqi5, ACh EC20; 0% = ACh EC20, 100% = maximal ACh; activation, % at 3 µM; hit rate 0.4% among 360,000; AID 624126, 2012;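 active means activation above its plate's cutoff, the mean activation of sample wells plus 3 SD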; further: some results filed as inactive read as strong as hits
Target sequence (P08173 whole entry, looked up): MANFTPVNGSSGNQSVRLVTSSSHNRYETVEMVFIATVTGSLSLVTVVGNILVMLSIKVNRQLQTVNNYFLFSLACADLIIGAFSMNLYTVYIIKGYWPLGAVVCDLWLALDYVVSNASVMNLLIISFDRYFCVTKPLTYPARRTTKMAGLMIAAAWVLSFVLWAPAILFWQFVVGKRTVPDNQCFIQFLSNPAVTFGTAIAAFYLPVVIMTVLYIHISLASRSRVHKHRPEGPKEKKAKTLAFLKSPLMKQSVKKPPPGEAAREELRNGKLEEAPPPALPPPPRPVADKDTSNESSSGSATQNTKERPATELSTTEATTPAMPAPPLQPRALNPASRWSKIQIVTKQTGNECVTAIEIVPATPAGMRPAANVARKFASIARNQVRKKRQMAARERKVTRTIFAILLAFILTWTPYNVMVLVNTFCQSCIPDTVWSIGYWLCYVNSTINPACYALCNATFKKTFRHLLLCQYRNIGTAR
M1 PAM parental – nonselective calcium activators in parental CHO-K1 cells, primary screen, counter-screen for M1 PAM project, cell-based, Fluo-8 calcium fluorescence, full deck, 1536-well; hit rate 0.02% among 360,000; activation, % at 3 µM; AID 602247, 2012; ATP EC20; 0% at ATP EC20, 100% at ATP max;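 active means activation above the run cutoff, the mean activation of all test compounds plus 3 SD, cut at about 40% in these data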;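 further: peak over basal fluorescence ratio in a 140 s read after ATP addition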
CRFBP-R2 agonist – agonists of CRF-BP/CRF-R2 complex, primary screen, cell-based, HEK293, calcium dye fluorescence, uHTS | AID 588473, 2011 | activation, % at 13.2 µM | calcium dye fluorescence (FLIPR); percent of saturating CRF peptide response | CRF-binding protein / CRF receptor 2 complex (human) | hit rate 0.46% among 350,000;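 active means activation of at least 50%, plus an integration ratio under a set limit after plate pattern correction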;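 further: plate controls were neutral control wells without compound for no effect and CRF at EC100 for full effect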
M5 ag – human M5 muscarinic receptor agonists, primary screen, CHO-K1 cells, Fluo-8 calcium fluorescence. Muscarinic acetylcholine receptor M5 (Homo sapiens), P08912. CHO-K1 hM5 cells; 0% DMSO wells, 100% maximal acetylcholine response. activation, % at 3 µM. hit rate 0.19% among 360,000. AID 624037, 2012;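 active means activation above the run's mean over test compounds plus 3 SD, cut at about 23% in these data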;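 further: signal is peak over basal fluorescence ratio across the kinetic read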
CHRM5 PAM – human M5 muscarinic receptor positive allosteric modulators, primary screen, CHO-K1 cells, Fluo-8 calcium fluorescence | AID 624038, 2012 | CHO-K1 hM5, ACh EC20 PAM; 0% = ACh EC20, 100% = ACh EC100 | activation, % at 3 µM | hit rate 0.3% among 360,000;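 active means activation above the run cutoff, the mean activation of all test compounds plus 3 SD, cut at about 18% in these data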
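system = human M5 receptor in CHO-K1 cells | reagent = EC20 acetylcholine as agonist stimulus | compound dosing = single-point, 3 µM nominal | incubation = Fluo-8 loading 80 min at 37 °C plus 30 min room temperature | detection = Fluo-8 calcium dye fluorescence, kinetic read | benchmarks = low control EC20 acetylcholine (0%), high control EC100 acetylcholine (100%)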
TAAR1 agonist – human TAAR1 agonists, primary screen, Fluo-8 calcium fluorescence, CHO RD-HGA16 cells | vehicle wells 0%, saturating PEA agonist 100% | activation, % at 3 µM | hit rate 0.99% among 360,000;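 active means activation above the mean activation of all test compounds in the run plus 3 SD, cut at about 38% in these data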
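Test system: RD-HGA16 (CHO) cells co-expressing Gα16 and hTAAR1 / Benchmarks: DMSO vehicle as 0%, PEA at EC100 as 100% / Repeats: no replicates (n 1) / Measure: % activation from peak over basal fluorescence ratio, DMSO-to-PEA scaled / Timing: 17-24 h plating, Fluo-8 75 min 37 °C, 30 min RT / Technique: kinetic Fluo-8 calcium fluorescence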
* hit, by the source's call; nt = not tested or not shown.

no. | canonical_smiles | CRFBP-R2 block | M5 antag | TAAR1 antag | CHRM4 PAM | M1 PAM parental | CRFBP-R2 agonist | M5 ag | CHRM5 PAM | TAAR1 agonist
1 | O=Cc1cn(Cc2ccc(F)cc2)c2ccccc12 | 9 | -9 | 4 | -5 | 12 | -2.0 | -2 | 0 | -1
2 | Cc1ccc2c(c1)C1CN(C)CCC1N2C(=S)Nc1cccnc1 (configuration not stated) | -3 | 5 | -13 | 4 | 20 | -0.8 | -8 | 0 | 36
3 | CC(=O)C1C2c3ccccc3OC1(C)N=c1s/c(=C/c3cn(C)nc3C)c(=O)n12 (configuration not stated) | -3 | -3 | 6 | 1 | 21 | 1.3 | 0 | 1 | 4
4 | CC(C)OP(=O)(OC(C)C)C(O)c1cccnc1 (configuration not stated) | 6 | -2 | 9 | 3 | 21 | -3.4 | -1 | -3 | 1
5 | Cc1ccc(N2C(=O)NC(=O)C3(Cc4ccccc4N4CCCC43)C2=O)cc1 (configuration not stated) | 0 | 1 | -7 | 13 | 16 | 1.6 | 1 | 2 | 2
6 | C#C[C@@]1(O)CCC2C3CCC4=C/C(=N/OCC(=O)NC(CCC(N)=O)C(=O)O)CC[C@]4(C)C3CC[C@@]21C (some centres not stated) | 12 | 12 | -21 | 1 | -18 | 0.0 | 0 | -4 | 8
7 | CCc1c(C)nc(N)nc1N1N=C1SCC(=O)OC | 2 | 7 | -2 | 11 | -3 | 0.6 | 3 | 4 | 0
8 | CCC(=O)N1CC(=O)Nc2ccc(Br)cc2C1c1ccccc1 (configuration not stated) | -34 | 4 | 0 | 2 | 21 | -3.0 | 0 | 0 | 0
9 | CCOC(=O)c1ccc2[nH]c(-c3ccc(S(=O)(=O)F)cc3)cc(=O)c2c1 | 9 | 18 | -28 | -4 | 4 | 4.7 | -1 | -10 | 1
10 | NC(N)=N/N=C/c1cn(-c2ccccc2)nc1-c1cccs1 | -72 | 3 | 4 | 5 | -7 | 0.8 | 0 | -2 | 47*
11 | Cc1cccc(C)c1-n1nnnc1C(c1cccs1)N1CCC2(CC1)C(=O)NCN2c1ccccc1 (configuration not stated) | nt | 3 | 1 | 7 | 10 | nt | 5 | 2 | 10
12 | CC(Cl)(Cl)/C(=N/P(=S)(N1CCOCC1)N1CCOCC1)N1CCOCC1 | 0 | 6 | -13 | -18 | 13 | 0.0 | -5 | 1 | 0
13 | CN1OCC2Cn3c(nc4ccccc43)C21 (configuration not stated) | 2 | 5 | 8 | 9 | -2 | -3.0 | 1 | 4 | 14
14 | Cc1c(C)c2ccc(OCC(=O)N3CCN(Cc4ccccc4)CC3)cc2oc1=O | -10 | 4 | -2 | 8 | 9 | 1.9 | -1 | -5 | 0
15 | CSc1nnc([C@@H](N)Cc2c[nH]c3ccccc23)o1 | 0 | 1 | -4 | 0 | -8 | -1.0 | 4 | 6 | 1
16 | Clc1ccccc1CN1CCN(c2cccc3[nH]ccc23)CC1 | 2 | 1 | nt | -1 | 11 | -1.1 | -1 | -1 | nt
17 | CC(C)(C)n1nnnc1C(C1CC1)N1CCC(n2c(=O)[nH]c3ccccc32)CC1 (configuration not stated) | nt | -3 | 17 | 6 | 6 | nt | 6 | -5 | 9
18 | COC(=O)[C@@H]1N=C(c2ccc(OC)cc2)O[C@]12C(=O)N(Cc1ccc(OC)cc1)c1ccccc12 | nt | 0 | -1 | 5 | -9 | nt | 3 | 7 | 4
19 | CCCCn1c(N)c(C(=O)NCCN2CCOCC2)c2nc3ccccc3nc21 | -17 | 10 | 5 | -6 | -6 | -1.4 | -2 | -3 | 6
20 | OC(CNCCc1c[nH]c2ccccc12)C(F)(F)F (configuration not stated) | -2 | 5 | -3 | -4 | 8 | -2.6 | 4 | 7 | 1
21 | O=C(c1cc(S(=O)(=O)N2CCCCC2)ccc1F)N1CCC2(CC1)OCCO2 | 10 | 6 | -16 | 10 | 7 | -2.3 | 0 | -4 | 7
22 | CCOC(=O)CNC(=O)N1Cc2cc(N3CCCCC3)ccc2-n2nncc2C1 | nt | -11 | nt | 3 | 0 | nt | 2 | 7 | nt
23 | CNC(=O)Oc1ccc(-c2cn3cc(C)ccc3n2)cc1 | 4 | -9 | -11 | 10 | 16 | -1.7 | -2 | 8 | -2
24 | Cc1ccc(NP(=O)(Nc2ccc(C)cc2)Oc2ccccc2)cc1 | -21 | 10 | -7 | -12 | 1 | -0.4 | -5 | -6 | 3
25 | Cc1[nH]c2ccccc2c1C1=CCNCC1 | 1 | -5 | -4 | -11 | 9 | 1.6 | -4 | -2 | 7
26 | CN(C)CCN=Cc1c(O)n(Cc2ccc3c(c2)OCO3)c(=S)[nH]c1=O | 7 | 5 | -9 | 6 | -7 | 0.4 | 0 | 5 | 0
27 | COP(=O)(OC)C(NC(C)=O)C(Cl)(Cl)Cl (configuration not stated) | 0 | 2 | -6 | 3 | -10 | 0.4 | 4 | 5 | 2
28 | Cc1[nH]c2ccccc2c1CN1CCCCC1 | 12 | 10 | -33 | 0 | -15 | -0.2 | 3 | -2 | 20
29 | Cc1ccc(OCC(=O)NCCN2CCN(C(=O)COc3ccc(C)cc3)CC2)cc1 | -5 | 5 | 1 | -1 | 25 | -0.7 | 0 | -10 | 0
30 | O=C(Cc1ccc(Cl)c(Cl)c1)NCC1(N2CCOCC2)CCCCC1 | -15 | 1 | 4 | -4 | 11 | -5.9 | -2 | 10 | 1
31 | COc1ccccc1CC1/C(=N/O)C2CCN1CC2 (configuration not stated) | 0 | 3 | -16 | -21 | 11 | 1.7 | -7 | -8 | 6
32 | CNC(C)Cc1ccccc1 (configuration not stated) | 4 | 1 | 66* | 8 | 12 | 0.3 | 1 | 2 | 63*
33 | O=P(Oc1ccc(-c2ccccc2)cc1)(N1CC1)N1CC1 | -5 | 5 | -10 | 8 | 8 | -3.7 | 1 | -6 | 1
34 | CC1c2ccccc2-n2nncc2CN1C (configuration not stated) | 9 | -2 | -11 | 1 | 2 | -1.4 | 0 | 0 | 1
35 | CCCC1=C(C(=O)OCC)C2(C(=O)Nc3ccc(C)cc32)C(C#N)=C(N)O1 (configuration not stated) | -7 | -3 | 6 | 5 | 19 | -2.8 | -1 | 7 | 7
36 | CCCC[n+]1cc(=N)o[n-]1 | 1 | 9 | -19 | 6 | 15 | 0.2 | 0 | -1 | 21
37 | Cn1c(=O)n(C)c2cc([N+](=O)[O-])c(N3CCNCC3)cc21 | 2 | -6 | -18 | 13 | 9 | 7.9 | -1 | 14 | 11
38 | O=c1[nH]c2ccccc2n1C1CCN(C(c2ccccc2)c2nnnn2-c2ccc3c(c2)OCCO3)CC1 (configuration not stated) | nt | 15 | 62* | -6 | 9 | nt | 2 | -15 | 22
39 | COC(=O)C1=C(c2ccc(OC(F)(F)F)cc2)C[C@@H]2CC[C@H]1N2C(=O)NCC1CC1 | 3 | 9 | 13 | 6 | 19 | -1.5 | -1 | 2 | 5
40 | NC1=C([N+](=O)[O-])C(c2ccc3c(c2)OCO3)c2c(c3ccccc3oc2=O)O1 (configuration not stated) | 2 | nt | -25 | nt | nt | -1.0 | nt | nt | 1
41 | CCOC(=O)C(=O)NC1CCSC1=O (configuration not stated) | 17 | -12 | 2 | 2 | 12 | -1.3 | 3 | 5 | 2
42 | NS(=O)(=O)c1ccc(N=Cc2c(O)n(-c3ccccc3)c(=O)[nH]c2=O)cc1 | 8 | 17 | 3 | -1 | 12 | 3.4 | -1 | -1 | 2
43 | C[C@]12CCC3C(CC[C@H]4C[C@H](OC(=O)c5cccnc5)CC[C@]34C)C1CCC2=O (some centres not stated) | 7 | 13 | 3 | 8 | 11 | 3.1 | -2 | -6 | 3
44 | CCC(C)N1C(=O)/C(=C/c2ccc3c(c2)CCN3CCCCl)C(=O)NC1=S (configuration not stated) | 17 | 4 | 0 | 2 | 25 | 3.5 | 0 | -1 | 0
45 | CC(Cc1ccccc1)NCc1ccccc1O (configuration not stated) | -22 | 3 | -13 | -3 | 15 | 0.8 | 3 | 11 | 5
46 | Cc1cccc(-n2c(CN3C(=O)c4ccccc4C3=O)nc3ccccc3c2=O)n1 | 2 | 1 | 0 | 3 | 11 | -2.5 | -4 | -3 | 5
47 | Cc1ccc(N=C(N(C)C)P(=O)(N(C)C)N(C)C)cc1 | 4 | 5 | -5 | 1 | 3 | -0.7 | 0 | -3 | 0
48 | CSc1nnc(C2CCNCC2)n1C | -22 | -4 | -1 | 2 | 16 | -1.3 | 0 | 1 | 13
49 | CCOC(=O)Cc1csc(NC(=O)c2c(O)c3ccccc3n(CCC(C)C)c2=O)n1 | -3 | 7 | -3 | 3 | 1 | 0.6 | -2 | -6 | 4
50 | COC(=O)C1=C(c2cccc(OCc3ccccc3)c2)C[C@@H]2CC[C@H]1N2C(=O)NCc1cc(C)oc1C(F)(F)F | 15 | 6 | -9 | -10 | -4 | 3.8 | 2 | -3 | 11
51 | CCN1CCN(c2cn[nH]c(=O)c2Cl)CC1 | 8 | 1 | -7 | 4 | 20 | -2.4 | -7 | -1 | 2
52 | CCOc1ccc(N2C(=O)/C(=C/c3ccc(C)o3)C(=O)NC2=S)cc1 | 1 | 0 | -6 | -2 | 26 | -0.7 | 3 | 1 | 2

Not all compounds are listed; the hit share may differ from the screen's.
